Gal4-VP16 FLuc = VP16 counterscreen qHTS for inhibitors of ROR gamma transcriptional activity; Drosophila S2 Gal4-VP16 UAS-luciferase, luminescence, 20 h; Potency, µM (doses to about 53.6 µM), without a hit: at the highest dose activity, negative = inhibition, most hits filed as inhibitors; 310,000 compounds, 3.5% hits; AID 2546, 2010;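 also: Gal4-VP16 expression switched on by copper sulfate through the metallothionein promoter; potency is read from the fitted curve at half-maximal effect; nearly all actives have a fitted effect of over 50% in size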
RORg inh = qHTS for inhibitors of ROR gamma transcriptional activity; Nuclear receptor ROR-gamma (Mus musculus), P51450; Drosophila S2 Gal4-RORgamma UAS-luciferase reporter, 20 h; Potency, µM (top dose mostly 53.6 µM), without a hit: at the top dose activity change, negative = inhibition, most hits filed as inhibitors; 310,000 compounds, 5.4% hits; also: potency is read from the fitted curve at half-maximal effect; nearly all actives have a fitted effect of over 60% in size
Target sequence (P51450 whole entry, looked up, the tested form may be a part): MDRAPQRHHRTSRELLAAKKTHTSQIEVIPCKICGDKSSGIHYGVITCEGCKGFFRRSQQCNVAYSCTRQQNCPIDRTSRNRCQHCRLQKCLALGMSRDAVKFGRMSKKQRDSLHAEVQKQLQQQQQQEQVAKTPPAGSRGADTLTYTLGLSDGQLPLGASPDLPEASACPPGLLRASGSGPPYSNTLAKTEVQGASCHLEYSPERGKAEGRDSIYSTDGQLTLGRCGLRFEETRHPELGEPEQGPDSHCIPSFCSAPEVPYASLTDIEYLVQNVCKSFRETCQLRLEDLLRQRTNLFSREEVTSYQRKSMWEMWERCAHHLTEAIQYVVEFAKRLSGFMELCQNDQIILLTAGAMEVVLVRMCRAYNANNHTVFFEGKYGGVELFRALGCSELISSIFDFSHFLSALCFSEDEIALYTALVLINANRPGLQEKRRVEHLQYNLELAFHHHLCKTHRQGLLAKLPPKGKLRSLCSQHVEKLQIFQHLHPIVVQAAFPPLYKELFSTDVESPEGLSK
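Luminescence from a UAS-regulated Photinus luciferase reporter in stably transfected Drosophila Schneider cells is measured; decreased signal marks ROR gamma inhibition. Fusion expression is induced by 700 uM copper sulfate for 20 hr.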
FBPA coupling cs = qHTS Assay for Inhibitors of Fructose-1,6-bisphosphate Aldolase from Giardia Lamblia: Coupling assay counterscreen. coupling enzyme system counterscreen, AmpLite Red fluorescence. activity change, negative = inhibition, % at 58.2 µM, hits read low. 290,000 compounds, 0.67% hits. AID 2472, 2010; in the data active = activity change below about -30%
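Counterscreen of the coupled detection system alone, without aldolase: glyceraldehyde-3-phosphate coupling enzymes plus AmpLite Red readout. Compounds at 57.5 uM final, 10 min RT preincubation, 20 min RT reaction, fluorescence 525/598 nm.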
Active calls of the source: *; ? = inconclusive; & = joins results of further samples; [ ] = dose if it differs, or a comment. Unless noted, calls follow the shape of the dose curve; as a rule, active = well fitted curve in the direction sought with a large enough effect; inconclusive = small, poorly fitted or top-dose-only effect, or another doubt; inactive = no such curve, though single readings can be large; an effect the other way counts as inactive or inconclusive. % is scaled to controls: 0 for no effect and ±100 for the full control effect. Some of the compounds tested, so the mix of outcomes need not match the whole.

(1) C=C(COC)C1=CCC(C(=O)OC)(C(=O)OC)[C@@H](C[N+](=O)[O-])c2ccccc21
(2) COc1cccc([C@@H]2Oc3ccc(OC)cc3[C@H](O)[C@H]2O)c1
(3) CCc1cc2c(c(CC)n1)CCC(=O)N2Cc1ccc(-c2ccccc2-c2nn[nH]n2)cc1
(4) COc1cc(C/C=C\c2ccccc2)c(OC)cc1O
(5) COc1cc2c(Cc3c4c5c(cc(OC)c(OC)c5c5c(OC)c(OC)ccc35)CCN4C)c3c4c(cc(OC)c(OC)c4c2cc1OC)CCN3C
(6) COCC(=O)Nc1c(I)c(C(=O)NC[C@@H](O)CO)c(I)c(C(=O)N(C)C[C@@H](O)CO)c1I
Screen / compound no.	1	2	3	4	5	6
Gal4-VP16 FLuc	-12%&2%	-7%	-3%	?	4%	-1%[17 µM]
RORg inh	-19%&0%	?	22%	?	-1%	22%[2.98 µM]
FBPA coupling cs	1&3	-2	13	-47*	-33*	3

(7) Cc1cc2c(cc1Cl)C(c1ccc3c(c1)OCO3)CC(=O)O2 (centres undefined)
(8) CC(C)(C)c1ccc(C(=O)N2CCC(=O)N([C@H](COCc3ccc(Cl)cc3)Cc3ccccc3)CC2)cc1
(9) COc1ccccc1CCn1c(=O)c(-c2cc(F)cc(F)c2)nc2cncnc21
(10) C=CC[C@@H]1C=C[C@@H](O/N=C(/C)CCC(=O)OC[C@@H]2O[C@H](C#Cc3ccccc3)C=C[C@@H]2Oc2ccc(C)cc2)[C@@H](CO)O1
(11) COCCNc1nc(-c2ccc(N(C)C)cc2)nc2ccccc12
(12) C=C(NC(=O)C(=C)NC(=O)c1csc(C2=NC3c4csc(n4)C4NC(=O)c5csc(n5)C(C(C)(O)C(C)O)NC(=O)C5CSC(=N5)C(=CC)NC(=O)C(C(C)O)NC(=O)c5csc(n5)C3(CC2)NC(=O)C(C)NC(=O)C(=C)NC(=O)C(C)NC(=O)C(C(C)CC)NC2C=Cc3c(C(C)O)cc(nc3C2O)C(=O)OC4C)n1)C(N)=O (centres undefined)
Screen / compound no.	7	8	9	10	11	12
Gal4-VP16 FLuc	0%	-5%[40.7 µM]	6%	-2%[10 µM]	-1%	-4%
RORg inh	0%	4%[40.7 µM]	-11%	1%[10 µM]	?	?
FBPA coupling cs	2	1	-1	1	-7	-1

(13) CCNc1ncc2ncc(=O)n(CCc3ccccc3)c2n1
(14) N[C@@H](C(=O)O)[C@H](CC(=O)O)c1ccc(Cl)cc1
(15) CCNc1ncc2nc(-c3cccs3)c(=O)n(-c3ccc(OC)cc3)c2n1
(16) O=c1oc(-c2ccc(C(F)(F)F)cc2)nn1Cc1cc(Cl)ccc1O
(17) Cc1nc2cnc(N(C)C)nc2n(C)c1=O
(18) N#CCCn1c(=O)c(-c2ccc(Cl)cc2)nc2cnc(N3CCOCC3)nc21
Screen / compound no.	13	14	15	16	17	18
Gal4-VP16 FLuc	-15%	6%	-9%	?	-9%	3%
RORg inh	-13%	-11%	-3%	?	18%	17%
FBPA coupling cs	2	1	2	-5	0	3

(19) CC(=O)SC1CC2=CC(=O)CC[C@@]2(C)C2CC[C@@]3(C)[C@@H](CC[C@@]34CCC(=O)O4)C12 (some centres undefined)
(20) COc1ccc(Nc2ncc3nc(-c4cccs4)c(=O)n(Cc4cccc(OC)c4)c3n2)cc1
(21) C=CCOC(=O)N[C@H](C[N+](=O)[O-])c1ccccc1
(22) COc1ccc(OC2C=CC(c3ccccc3)OC2CO)cc1 (centres undefined)
(23) O=C(c1cnccn1)N1CCC2(CCCN(Cc3ccccc3)C2)CC1
(24) O=C1OC2C[C@H]1[C@@H]1C(=O)N(Cc3ccccc3)CCC1C2I (some centres undefined)
Screen / compound no.	19	20	21	22	23	24
Gal4-VP16 FLuc	-2%	5%	6%	10%[10 µM]	7%	3%
RORg inh	4%	0%	11%	2%[10 µM]	0%	-7%
FBPA coupling cs	3	-2	3	1	1	2

(25) COc1ccccc1-c1ccc2ncnc(N(C)Cc3ccco3)c2c1
(26) CCCCCCCCCCCCCCCCOC[C@H](COP(=O)([O-])OCC[N+](C)(C)C)OC(=O)NC
(27) C=CC[C@@H]1C=C[C@H](Oc2ccc(C)cc2)[C@H](COC(=O)NCc2cccc3ccccc23)O1
(28) O=c1c(-c2ccc(F)cc2)nc2cnc(N3CCNCC3)nc2n1Cc1cccs1
(29) COCCn1c(=O)c(CCc2ccccc2)nc2cnc(OCc3ccccc3)nc21
(30) N#CCCn1c(=O)c(CCc2ccccc2)nc2cnc(Oc3cccc(Cl)c3)nc21
Screen / compound no.	25	26	27	28	29	30
Gal4-VP16 FLuc	?	-4%	31%[10 µM]	-15%	-3%	-1%
RORg inh	14%	1%	18%[10 µM]	-5%	-2%	0%
FBPA coupling cs	-1	0	0	3	2	-1

(31) C=CCC(C)(O)c1cccs1 (centres undefined)
(32) CCOC(=O)c1c(C)cc(OC)cc1O
(33) COc1ccccc1CNc1nc(-c2ccc(N(C)C)cc2)nc2ccccc12
(34) COC(=O)c1ccc(C(NC(=O)OCc2ccccc2)/C(=C/[C@@H](C)C(=O)NCc2ccc(OC)c(OC)c2)c2cccnc2)cc1 (some centres undefined)
(35) CC1(C)C(=O)NC2=C1C(=O)C(=O)c1ccccc12
(36) COC(=O)[C@@]1(Cc2ccccc2)[C@H]2c3cc(C(=O)N(C)C)n(C[C@H](O)CO)c3C[C@H]2CN1C(=O)c1ccccc1
Screen / compound no.	31	32	33	34	35	36
Gal4-VP16 FLuc	-3%	-20%	?	-10%	2.8µM*	6%
RORg inh	1%	33%	7.9µM*	3%	1.4µM*	-5%
FBPA coupling cs	5	3	-32*	1	-76*	3

(37) CCCC/C=C/C(NC(=O)Oc1cccc(C(F)(F)F)c1)c1ccccc1 (centres undefined)
(38) NC1(C(=O)O)C[C@@H](C(=O)O)[C@H](C(=O)O)C1
(39) CCCCNc1nc(C)nc2c1nc(-c1ccccc1)n2CCCN(CC)CC
(40) COc1ccc2[nH]cc(CCNc3ccnc(-c4ccccc4C(F)(F)F)n3)c2c1
(41) Cc1cccc(C)c1OC[C@H](C)N
(42) COc1ccc(/C=C/C(=O)c2ccc(C)s2)cc1
Screen / compound no.	37	38	39	40	41	42
Gal4-VP16 FLuc	-6%	-9%&-4%	-17%	2%	-8%[17 µM]	17%
RORg inh	25%	0%&1%	-39%	-20%	-11%[16.9 µM]	-38%
FBPA coupling cs	-1	2&3	3	1	2	-2

(43) CC(=O)N1CCC2(CC1)CCN(c1ccncc1)CC2
(44) O=c1c(-c2ccccc2)nc2cncnc2n1Cc1ccc(F)cc1
(45) COC(=O)N1CCC2(CC1)CN(C(=O)Nc1cccc(F)c1)C2
(46) CC12CCC3C(CCC4CC(O)CCC43C)C1CC=C2c1ccccc1 (centres undefined)
(47) CCC1=C2CC[C@H]3C(=O)N(c4ccccc4)C(=O)[C@H]3[C@H]2[C@@]2(C)C(=O)N(Cc3ccccc3)C(=O)N2C1=O
(48) O=C1NC(=O)C(Cc2ccc(OCCN3COc4ccccc4C3=O)cc2)S1 (centres undefined)
Screen / compound no.	43	44	45	46	47	48
Gal4-VP16 FLuc	-1%	-7%	11%	-5%	-12%	?
RORg inh	-25%	1%	5%	8%	-3%	?
FBPA coupling cs	1	1	2	-1	-1	2

(49) N[C@@]1(C(=O)O)CO[C@H]2[C@H](C(=O)O)[C@H]21
(50) CCC1OC(=O)C(C)[C@@H](O[C@H]2C[C@@](C)(OC)C(O)C(C)O2)C(C)[C@@H](O[C@@H]2OC(C)CC(N(C)C)C2O)[C@@](C)(O)CC(C)CN(C)C(C)C(O)[C@]1(C)O (some centres undefined)
(51) O=C1C2Cc3c([nH]c4ccccc34)C(c3ccccc3)N2C(=O)C2Cc3c([nH]c4ccccc34)C(c3ccccc3)N12 (centres undefined)
(52) C=CCOC(=O)NC(c1ccc(F)c(F)c1)C(C(=O)CCl)C(=O)OC (centres undefined)
(53) CC(C)CO/N=C1/C[C@@H](O)[C@@H](O)[C@@H]2[C@H]3C(=O)N(c4ccc(F)cc4F)C(=O)[C@@H]3CC[C@H]12
(54) CS(=O)(=O)N1CCC2(CCN(C(c3ccccc3)c3ccccc3)CC2)CC1
Screen / compound no.	49	50	51	52	53	54
Gal4-VP16 FLuc	-3%	2%	-11%[10 µM]	10%	-5%[10 µM]	-7%
RORg inh	2%	-2%	-5%[10 µM]	?	-8%[10 µM]	-2%
FBPA coupling cs	1	-1	0	2	4	1

(55) CN(C)CCCn1cc(C2=C(c3c[nH]c4ccccc34)C(=O)NC2=O)c2ccccc21
(56) Cc1cc(=O)c2c(O)cc(O)c(C)c2o1
(57) N#Cc1ccc(CN2CCC3(CC2)CCN(C(=O)c2cccc(F)c2)CC3)cc1
(58) N[C@@H](C(=O)O)c1ccc(C(=O)O)c(C(=O)O)c1
(59) CC(C)C[C@@H](CC(=O)N[C@@H](CCCN)CC(=O)N[C@@H]1CCCC[C@H]1C(=O)N[C@H](CC(=O)N[C@@H](CCC(=O)O)CC(=O)O)Cc1c[nH]c2ccccc12)NC(=O)[C@@H]1CNCC[C@H]1N
(60) Cc1ccc2c(c1)C(=O)[C@]1(O)CCN(c3ccccc3)C1=N2
Screen / compound no.	55	56	57	58	59	60
Gal4-VP16 FLuc	-30%	2%	-1%	-3%&-1%&-25%	5%	-9%&-16%
RORg inh	-5%	-36%	-13%	-2%&-9%&-2%	3%	3%&5%
FBPA coupling cs	-11	-17	1	-2&1&4	0	-4&0

(61) COc1ccc(-n2c(=O)c(CCc3ccccc3)nc3cnc(N4CCNCC4)nc32)cc1
(62) COc1ccc(NC(=O)N2CC3(CCN(C(=O)c4cccc(F)c4)CC3)C2)cc1
(63) COc1ccc2[nH]cc(CCNc3cc(-c4ccccc4CN(C)C)ncn3)c2c1
(64) Cc1nc(NC2CCCCC2)c2nc(-c3ccccc3)n(C(C)CN(C)C)c2n1 (centres undefined)
(65) C#CCC(C(=O)OC)(C(=O)OC)C(C[N+](=O)[O-])c1ccccc1 (centres undefined)
(66) C/C(CCN1CCCc2nc(C)c(C)cc21)=N\OC[C@@H](O)COCc1ccco1
Screen / compound no.	61	62	63	64	65	66
Gal4-VP16 FLuc	?	-10%	-6%	-1%	-14%[10 µM]	4%[10 µM]
RORg inh	?	10%	-7%	10µM*	-32%[10 µM]	11%[10 µM]
FBPA coupling cs	-1	0	-2	2	0	-1

Quoted from above, nos. 1 to 9
(1) C=C(COC)C1=CCC(C(=O)OC)(C(=O)OC)[C@@H](C[N+](=O)[O-])c2ccccc21
(2) COc1cccc([C@@H]2Oc3ccc(OC)cc3[C@H](O)[C@H]2O)c1
(3) CCc1cc2c(c(CC)n1)CCC(=O)N2Cc1ccc(-c2ccccc2-c2nn[nH]n2)cc1
(4) COc1cc(C/C=C\c2ccccc2)c(OC)cc1O
(5) COc1cc2c(Cc3c4c5c(cc(OC)c(OC)c5c5c(OC)c(OC)ccc35)CCN4C)c3c4c(cc(OC)c(OC)c4c2cc1OC)CCN3C
(6) COCC(=O)Nc1c(I)c(C(=O)NC[C@@H](O)CO)c(I)c(C(=O)N(C)C[C@@H](O)CO)c1I
(7) Cc1cc2c(cc1Cl)C(c1ccc3c(c1)OCO3)CC(=O)O2 (centres undefined)
(8) CC(C)(C)c1ccc(C(=O)N2CCC(=O)N([C@H](COCc3ccc(Cl)cc3)Cc3ccccc3)CC2)cc1
Screen / compound no.	1	2	3	4	5	6	7	8
Gal4-VP16 FLuc	-12%&2%	-7%	-3%	?	4%	-1%[17 µM]	0%	-5%[40.7 µM]
RORg inh	-19%&0%	?	22%	?	-1%	22%[2.98 µM]	0%	4%[40.7 µM]
FBPA coupling cs	1&3	-2	13	-47*	-33*	3	2	1

(9) COc1ccccc1CCn1c(=O)c(-c2cc(F)cc(F)c2)nc2cncnc21
Screen / compound no.	9
Gal4-VP16 FLuc	6%
RORg inh	-11%
FBPA coupling cs	-1

The listing continues.
(67) COc1ccc(-c2nc(-c3ccccc3)c(NC(C)C)o2)cc1
(68) O=c1cc(-c2cc3ccccc3oc2=O)c2ccc(O)cc2o1
(69) COCC(=O)N1CCC[C@@]2(CCN(c3ccncc3)C2)C1
(70) COc1ccc(-n2c(=O)c(-c3cccs3)nc3cnc(N4CCN(C)CC4)nc32)cc1
Screen / compound no.	67	68	69	70
Gal4-VP16 FLuc	-5%	-14%	2%	-4%
RORg inh	-5%	?	-8%	-11%
FBPA coupling cs	4	7	2	1

Assay outcomes deposited in PubChem BioAssay by National Center for Advancing Translational Sciences (NCATS).
